Screening data (PubChem)
PI4K2A block – qHTS for small molecular inhibitors of PI4K2A; Phosphatidylinositol 4-kinase type 2-alpha (Homo sapiens), Q9BTU6; purified PI4K2A, ADP-Glo luminescence, 1 h; active compounds read low; activity change, negative = inhibition, % at 76.9 µM; 420,000 compounds, 0.13% hits; AID 1346378, 2018; in the data active = activity change below about -50%; inconclusive = mostly about -30% to -49%;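 note: -100% = wells without enzyme as full effect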
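ADP-Glo luminescence measured ADP generated by PI4K2A enzyme (4 ug/mL before mixing) with 1.2 mM PI substrate (pre-mix) and 300 microM ATP (pre-mix). Tris pH7.5 buffer with MgCl2, Triton X-100; 1 h reaction at ambient temperature.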
Vif-APOBEC3F blk – qHTS for Inhibitors of Vif-A3F Interactions: qHTS; Potency, µM (highest dose often 46.1 µM), without a hit: at the top dose activity, negative = active; AID 602313, 2012; HeLa A3F-eYFP + Vif (tagged APOBEC3F with the HIV-1 protein that degrades it), YFP fluorescence increase; 390,000 compounds, 0.2% hits; note: potency is the fitted concentration of half-maximal effect; % of control where 0% means no effect; nearly all actives have a fitted effect of over 65% in size
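Fluorescence increase (Ex 488/Em 500-530) after overnight compound treatment at 37 deg C flags inhibition of Vif-driven A3F-eYFP loss in stable HeLa A3F-eYFP/Vif cells seeded overnight beforehand.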
TrxR1 substrate – qHTS Assay for Substrates of Mammalian Selenoprotein Thioredoxin Reductase 1 (TrxR1): qHTS. Thioredoxin reductase 1, cytoplasmic (Rattus norvegicus), O89049. purified TrxR1 substrate turnover, NADPH consumption readout. 390,000 compounds, 0.01% hits. Potency, µM (doses to about 114 µM), inactives show at the top dose activity change, negative = substrate turnover; note: potency is the fitted concentration of half-maximal effect; % is set by controls: 0 for no effect and ±100 for the full control effect; nearly all actives have a fitted effect of over 50% in size
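Rat TrxR1, dispensed at 90 nM, was prereduced with 400 uM NADPH (final) for 5 min at ~22 deg C, then incubated with compound 15 min before 400 uM selenite. A first-read NADPH fluorescence drop versus no-compound background flagged substrates.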
Vif-APOBEC3G blk – qHTS for Inhibitors of Vif-A3G Interactions: qHTS | HeLa A3G-eYFP + Vif (tagged APOBEC3G with the HIV-1 protein that degrades it), YFP fluorescence, overnight | 410,000 compounds, 0.076% hits | DNA dC->dU-editing enzyme APOBEC-3G (Homo sapiens), Q9HC16 | Potency, µM (top dose mostly 46.1 µM), inactives show at the highest dose activity, negative = active, usual class: inhibitors;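 note: potency is the fitted concentration of half-maximal effect; % is set by controls: 0 for no effect and ±100 for the full control effect; nearly all actives have a fitted effect of over 60% in size; hits raise eYFP signal because A3G escapes Vif-driven loss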
Target sequence (Q9HC16 whole entry, looked up): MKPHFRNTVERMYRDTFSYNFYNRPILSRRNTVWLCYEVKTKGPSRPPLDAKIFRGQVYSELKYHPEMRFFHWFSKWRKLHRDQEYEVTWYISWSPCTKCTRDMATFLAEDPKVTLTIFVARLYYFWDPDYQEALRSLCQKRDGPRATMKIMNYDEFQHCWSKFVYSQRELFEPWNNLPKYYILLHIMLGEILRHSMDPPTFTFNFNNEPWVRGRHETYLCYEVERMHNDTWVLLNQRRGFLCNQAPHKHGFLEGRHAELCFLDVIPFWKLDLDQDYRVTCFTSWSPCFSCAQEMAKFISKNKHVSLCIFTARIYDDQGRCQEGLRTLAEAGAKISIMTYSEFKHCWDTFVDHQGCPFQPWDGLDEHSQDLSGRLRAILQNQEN
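Read-out is eYFP fluorescence (Ex 488/Em 500-530) from Vif-expressing HeLa A3G-eYFP cells; more signal means A3G escaped Vif-mediated degradation. Cells plated overnight, compound pinned in, incubated overnight at 37 deg C.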
USP1 inh – Inhibitors of USP1/UAF1: Primary Screen; Ubiquitin carboxyl-terminal hydrolase 1 (Homo sapiens), O94782; recombinant USP1/UAF1, Ub-Rhodamine cleavage fluorescence; Potency, µM (titrated, usually from 57.1 µM), for the others: at the top dose activity change, negative = inhibition, most hits filed as inhibitors; 390,000 compounds, 0.23% hits; AID 743255, 2014; note: potency is the fitted concentration of half-maximal effect; % is set by controls: 0 for no effect and ±100 for the full control effect; nearly all actives have a fitted effect of over 60% in size; inactives centre near -12
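1 nM enzyme complex + cpd, 15 min RT; start with Ub-Rho 150nM final; kinetic fluorescence ex 480/em 540, 6 reads q60 s. Buffer 50mM HEPES pH 7.8, 0.5mM EDTA, 0.1 mg/ml BSA, 1mM TCEP, 0.01% Tween-20.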
GRP78 ERSR act – qHTS for Inducers of the Endoplasmic Reticulum Stress Response (ERSR) in Human Glioma: qHTS; U87-MG GRP78 promoter luciferase reporter, 16 h; Potency, µM, without a hit: at the highest dose activation, most hits filed as activators; 420,000 compounds, 0.02% hits; note: potency is the fitted concentration of half-maximal effect; series mostly up to about 76 µM; % of control where 0% means no effect; nearly all actives have a fitted effect of over 35% in size
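ERSR induction read as luciferase luminescence (Bright-Glo, 10 min at room temperature) in stably transfected human U87-MG glioma cells exposed to compounds for 16 h, using GRP78 as sensor.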
IDH1 R132H inh – qHTS for Inhibitors of mutant isocitrate dehydrogenase 1 (IDH1): qHTS | Isocitrate dehydrogenase [NADP] cytoplasmic (Homo sapiens), O75874 | IDH1-R132H enzyme, NADPH consumption, diaphorase/resazurin fluorescence | Potency, µM (series often up to 76.6 µM), without a hit: at the top dose activity change, negative = inhibition, hits mostly inhibitors | 390,000 compounds, 0.093% hits | AID 602179, 2012; note: potency is the fitted concentration of half-maximal effect; % is set by controls: 0 for no effect and ±100 for the full control effect; nearly all actives have a fitted effect of over 65% in size
Target sequence (O75874 whole entry R132H, stated change not applied): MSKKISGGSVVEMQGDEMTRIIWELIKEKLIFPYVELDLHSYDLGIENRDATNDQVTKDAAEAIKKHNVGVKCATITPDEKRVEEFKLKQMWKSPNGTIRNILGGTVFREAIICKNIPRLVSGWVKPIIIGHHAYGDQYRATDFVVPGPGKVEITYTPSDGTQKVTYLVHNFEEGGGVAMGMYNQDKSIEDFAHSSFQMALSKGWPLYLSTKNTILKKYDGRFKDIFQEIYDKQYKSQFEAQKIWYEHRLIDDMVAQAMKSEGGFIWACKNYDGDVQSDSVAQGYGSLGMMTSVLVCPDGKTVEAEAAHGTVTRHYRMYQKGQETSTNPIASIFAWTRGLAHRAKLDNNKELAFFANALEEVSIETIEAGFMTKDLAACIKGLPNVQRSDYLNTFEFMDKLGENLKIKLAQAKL
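IDH1-R132H (0.5 ug/mL dispensed) in pH 7.5 Tris buffer was preincubated 30 min with compound, then given a substrate mix of 0.016 mM NADPH and 2 mM alpha-KG for 80 min at room temperature; remaining NADPH was read by diaphorase/resazurin fluorescence.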
LDHA block – qHTS assay for inhibitors of human lactate dehydrogenase | L-lactate dehydrogenase A chain (Homo sapiens), P00338 | 480,000 compounds, 0.15% hits | activity change, % (values are at about 110 or 230 µM) | AID 1347041, 2019 | purified LDHA, NADH/diaphorase-resazurin fluorescence; active compounds read low; in the data active = activity change below about -30%; inconclusive = mostly about -25% to -30%;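 note: plate controls were DMSO wells for no effect and wells without enzyme for full effect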
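Human LDH5 (2 nM) was incubated with 0.06 mM NADH and 0.2 mM pyruvate for 5 min at room temperature in Tris pH 7.4. Remaining NADH was coupled through diaphorase/resazurin, and resorufin fluorescence was read at 0 and 20 min.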
RXFP1 ag – qHTS Assay for Agonists of the Relaxin Receptor RXFP1 | Relaxin receptor 1 (Homo sapiens), Q9HBX9 | HEK293T-RXFP1 cAMP TR-FRET, 30 min; response scale: percent of porcine relaxin response, buffer zero | Potency, µM (top dose mostly 57.5 µM), without a hit: at the highest dose activation, hits mostly activators | 370,000 compounds, 0.3% hits | AID 2676, 2010; note: potency is the fitted concentration of half-maximal effect; % is set by controls: 0 for no effect and ±100 for the full control effect; nearly all actives have a fitted effect of over 60% in size; many of its hits are not listed in these tables
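HEK293 cells stably expressing RXFP1, treated 30 min at 37C with compounds plus PDE4 inhibitor Ro 20174; cAMP measured by HTRF TR-FRET. Normalized to buffer and 29 nM porcine relaxin; EC50 by Hill fit.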
Numbers without * were called inactive; u = inconclusive; x = not tested or not shown; & = joins results of further samples; [ ] = remark or other dose. Unless noted, calls come from the whole dose curve; as a rule, active = well fitted curve in the direction sought with a large enough effect; inconclusive = small, poorly fitted or top-dose-only effect, or another doubt; inactive = no such curve, though single readings can be large; an effect the other way counts as inactive or inconclusive.

Preview (two entries):
SMILES	PI4K2A block	Vif-APOBEC3F blk	TrxR1 substrate	Vif-APOBEC3G blk	USP1 inh	GRP78 ERSR act	IDH1 R132H inh	LDHA block	RXFP1 ag
Cc1cccc(NS(=O)(=O)c2nnc(NC(=O)CC(C)C)s2)c1	-3	-3%	2%	-5%	-24%	-1%	9%	-12	-0.5%
CC(NCc1ccc(S(N)(=O)=O)cc1)C(=O)NCc1ccccc1 (stereo not drawn)	1	-7%	-2%	-5%	-18%	-1%	7%	0	-2.6%

The list itself, from the start:
SMILES	PI4K2A block	Vif-APOBEC3F blk	TrxR1 substrate	Vif-APOBEC3G blk	USP1 inh	GRP78 ERSR act	IDH1 R132H inh	LDHA block	RXFP1 ag
Cc1cccc(NS(=O)(=O)c2nnc(NC(=O)CC(C)C)s2)c1	-3	-3%	2%	-5%	-24%	-1%	9%	-12	-0.5%
CC(NCc1ccc(S(N)(=O)=O)cc1)C(=O)NCc1ccccc1 (stereo not drawn)	1	-7%	-2%	-5%	-18%	-1%	7%	0	-2.6%
Cc1ccccc1C(=O)Nc1c(C(=O)Nc2cccc(F)c2)oc2ccccc12	-8	-4%	1%	-2%	-14%	-4%	-4%	-7	2.1%
CC(=O)N1CCN(c2ccc(NC(=S)NC(=O)c3ccccc3)cc2)CC1	-1	-1%	2%	1%	-7%	1%	-1%	-5	-0.6%
COc1ccc(C(=O)C2CCCN(Cc3ccc(NC(C)=O)cc3)C2)cc1OC (stereo not drawn)	7	3%	-4%	0%	-11%	0%	-5%	-3	0.1%
COc1ccc(S(=O)(=O)N(C(C)=O)c2ccc3oc(=O)sc3c2)cc1	u	1%	8%[57.1 µM]	2%	-9%	-4%	-2%	0	-1.3%
N/C(Cc1ccc([N+](=O)[O-])cc1)=N\OC(=O)c1ccccc1F	2	-23%	5%[57.1 µM]	-5%	-20%	-6%	-2%	-3	-0.7%
CN(C)CCCN(C(=O)COc1ccccc1)c1nc2ccc(Cl)cc2s1	1	6%	-2%	1%	-5%	-1%	3%	-6&-2	2.3%
Cc1cc(C)c2oc(-c3cc(NC(=O)Cc4ccccc4)ccc3Cl)nc2c1	-3	-12%	13%	-1%	-16%	-4%	-9%	-13	8.7%
COc1ccc(N2CCCC2)c(NC(=O)COc2ccccc2)c1	9	-4%	-3%	2%	-23%	-5%	4%	10	0.1%
CC(=NNC(=O)c1ccc(NS(=O)(=O)c2ccc(Br)cc2)cc1)c1cccnc1	-8	-14%	-12%	-1%	-12%	-3%	-1%	-2	x
O=C(CC(c1ccccc1)c1ccccc1)Nc1ccc2c(c1)OCCO2	-4	0%	-10%	2%	-15%	-8%	5%	1	-0.5%
COc1cc(C(=O)N2CC(=O)Nc3ccc(C)cc3C2c2ccc(F)cc2)cc(OC)c1OC (stereo not drawn)	-6	4%	-10%	-6%	-15%	-3%	1%	-3	1.4%
CCOC(=O)C1=C(c2ccccc2)OC(N)=C(C#N)C1c1ccc(Br)s1 (stereo not drawn)	6	-8%	1%	0%	-16%	-6%	9%	3	-0.4%
CC1Cc2ccccc2C(CCc2ccccc2)=N1 (stereo not drawn)	1	5%	0%	1%	-15%	3%	-4%	-2	-0.2%
COC(=O)c1c(NC(=O)/C(C#N)=C/c2ccc(OC)cc2)sc2c1CCC2	-2	5%	11%	6%	-19%	-4%	4%	-1	1.8%
Cc1cc(C)c(NC(=O)c2c(C)nn(-c3ccc(F)cc3)c2-n2cccc2)c(C)c1	-7	2%	0%	0%	-26%	-3%	-2%	-5	3.2%
Cc1ccc(-c2noc(C3CCCN(C(=O)c4ccccc4Br)C3)n2)cc1 (stereo not drawn)	-3	5%	5%	2%	-7%	7%	-4%	-10	-0.1%
COc1cc2c(cc1OC)C(COc1ccc3c(C)cc(=O)oc3c1)N(C(=O)c1ccc(C)c(C)c1)CC2 (stereo not drawn)	2	-6%	30%	-9%	u	-2%	-18%	-4	1.8%
CC(=O)Nc1cccc(NC(=O)C2CCCO2)c1 (stereo not drawn)	5	1%	x	-3%	-20%	-5%	-3%	-3	x
Cc1ccc(CN2C(=O)CCC2C(=O)NC2CC2)cc1 (stereo not drawn)	-13	-17%	4%	1%	-14%	1%	9%	-1	-1.3%
N#Cc1ccsc1NC(=O)CN1C(=O)NC2(CCCCC2)C1=O	-4	0%	-2%	2%	-23%	-1%	-10%	-2	x
Cn1c2ccccc2c2c(C(=O)O)cn(C3CCCC3)c(=O)c21	10	5%	77%[activator]	2%	-17%	-3%	10%	-3	-1.0%
Cc1ccc(Oc2nc(CN3CCOCC3)nc3sc4c(c23)CCC(C)C4)cc1C (stereo not drawn)	0	-8%	-7%	2%	-22%	-1%	u	-1	-0.6%
CC1CN(C(=O)COC(=O)c2ccc3ncsc3c2)CC(C)O1 (stereo not drawn)	-6	-3%	-3%	0%	-13%	2%	-3%	-14	x
COc1ccc(S(=O)(=O)N(C)C[C@@H]2OCc3cnnn3CCCC(=O)N([C@@H](C)CO)C[C@@H]2C)cc1	-1	6%	x	-6%	u	-4%	-7%	-10	x
Cc1cccn2c(=O)c3cc(C(=O)NCC4CCCO4)c(=N)n(Cc4cccnc4)c3nc12 (stereo not drawn)	-2	-9%	102%[activator][11.4 µM]	2%	-7%	-3%	3%	-1	u
Cc1cccc(C)c1OCc1nc2c3cnn(-c4ccccc4Br)c3ncn2n1	6	x	-2%	x	-25%	x	x	-9	-0.5%
O=C(NCc1cccc(Cl)c1)c1ccc(-c2ccc(F)c(F)c2)c2ccoc12	-3	x	x	3%	x	-3%	x	-14	x
C=CCNC(=S)N/N=C(\C)c1cccc(OC)c1	4	u	-20%	1%	-1%	0%	2%	-1	-0.6%
CC(=O)c1ccc(NC(=O)CC2Oc3ccc(C)cc3NC2=O)cc1 (stereo not drawn)	2	3%	-2%	-5%	-7%	-2%	0%	-16	0.5%
O=C(Nc1cccc(F)c1)c1ccccc1-c1ccccc1	2	-1%	-6%	-3%	-14%	-4%	0%	-7	0.5%
CCc1cc2ccccc2nc1SCC(=O)Nc1cc(C)on1	5	-5%	10%[57.1 µM]	-5%	-14%	-7%	2%	-5	20%
Cc1cc(=O)oc2c(C)c(OCC(=O)N3CC[C@@]4(O)CCCC[C@H]4C3)ccc12	6	-4%	54%[activator]	0%	19%	-2%	-13%	-4	4.1%
CNc1cncc(-c2cccc(C(=O)NC3CC3)c2)n1	-10	x	x	-1%	x	0%	x	-2	x
O=C(N/N=C/C=C/c1ccc(Br)cc1)C(O)c1ccccc1 (stereo not drawn)	-1	3%	-1%	-1%	-14%	-2%	-15%	-18	0.8%
Cc1ccc(-n2nnnc2-c2ccccc2Br)cc1	0	8%	-7%	-11%	-10%	-1%	4%	-3	x
CC1CCOC2(O1)C(=O)N(CN1CCN(c3ccccc3F)CC1)c1ccccc12 (stereo not drawn)	1	2%	0%	1%	1%	-3%	-4%	0	1.6%
COn1c(-c2ccc(Cl)cc2Cl)nc2ncccc21	6	2%	4%[57.1 µM]	-4%	-13%	1%	-1%	-8	-0.2%
C=CCn1c(CCCOc2ccc(Cl)cc2Cl)n[nH]c1=S	2	2%	2%	-8%	-15%	0%	16%	-4	3.8%
Cc1snc(S(=O)(=O)Cc2c(Cl)cccc2Cl)c1C#N	-2	6%	4%	1%	-22%	-3%	2%	-4	0.3%

Limited to GRP78 ERSR act, for some of the entries so far:
canonical_smiles	GRP78 ERSR act
N#Cc1ccsc1NC(=O)CN1C(=O)NC2(CCCCC2)C1=O	-1%
Cn1c2ccccc2c2c(C(=O)O)cn(C3CCCC3)c(=O)c21	-3%
O=C(N/N=C/C=C/c1ccc(Br)cc1)C(O)c1ccccc1 (stereo not drawn)	-2%
COc1ccc(N2CCCC2)c(NC(=O)COc2ccccc2)c1	-5%

A portion of the library. The share of hits here may be higher or lower than overall.
